Screening results (PubChem)
NSD2 inh: NSD2 (human) methyltransferase inhibition; 0.07% of 44,000 active; O96028; inhibition, % at 12.5 µM; NSD2-SET H3K36me1 DELFIA fluorescence, biochemical; in the data active means inhibition above about 54%, passing the limit was not always enough;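 further: inhibitors reduce the monomethyl H3K36 fluorescence signal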
Numbers without * were called inactive; i = inactive. A portion of the library; the hit share may differ from the screen's.

#	Structure	NSD2 inh
1	COc1ccc(NC(=O)N(C)C[C@H]2OCCCC[C@@H](C)Oc3ccc(NS(=O)(=O)c4cn(C)cn4)cc3C(=O)N([C@H](C)CO)C[C@H]2C)cc1	0.1
2	C[C@H]1CN([C@@H](C)CO)C(=O)c2cc(NC(=O)NC3CCCCC3)ccc2O[C@H]1CN(C)S(=O)(=O)c1cccs1	2.7
3	COc1ccc(CN(C)C[C@H]2Oc3ccc(NS(=O)(=O)c4c(C)noc4C)cc3C(=O)N([C@H](C)CO)C[C@H]2C)cc1	7.1
4	C[C@@H]1CCCCO[C@H](CN(C)Cc2ccc3c(c2)OCO3)[C@@H](C)CN([C@@H](C)CO)C(=O)c2cc(NC(=O)Nc3ccc(F)cc3)ccc2O1	12.5
5	C[C@@H]1CN([C@@H](C)CO)C(=O)c2cccc(NC(=O)Nc3ccccc3)c2O[C@@H]1CN(C)C(=O)NC1CCCCC1	1.6
6	C=C1CC/C=C(/COC(C)=O)C(=O)C[C@@H]2[C@@H]1CC2(C)C	-2.4
7	C[C@@H]1CN([C@H](C)CO)C(=O)c2cccc(NC(=O)c3cnccn3)c2O[C@H]1CN(C)Cc1ccc(C(=O)O)cc1	6.7
8	C[C@H]1CN([C@@H](C)CO)C(=O)Cc2cc(NC(=O)CCCCCC(=O)Nc3ccccc3N)ccc2O[C@H]1CN(C)C(=O)Nc1ccc(F)cc1	1.7
9	C[C@@H]1CN([C@@H](C)CO)C(=O)c2cc(NS(=O)(=O)c3cccs3)ccc2O[C@@H](C)CCCCO[C@@H]1CN(C)Cc1ccc(C(F)(F)F)cc1	-5.0
10	C[C@@H]1CN([C@H](C)CO)C(=O)c2cc(C#C[C@@H](C)O)cnc2O[C@H]1CN(C)C(=O)CC1CC1	-0.9
11	COc1ccc(S(=O)(=O)Nc2ccc3c(c2)CC(=O)N([C@@H](C)CO)C[C@H](C)[C@@H](CN(C)S(C)(=O)=O)O3)cc1	-6.4
12	COC(=O)CCCCCCC(=O)N/N=C/c1ccc(Br)cc1	-2.9
13	O=C(C[C@H]1C[C@@H]2c3cc(NC(=O)Nc4ccccc4F)ccc3O[C@@H]2[C@@H](CO)O1)NC1CCCC1	-11.5
14	Cc1noc(C)c1S(=O)(=O)Nc1ccc2c(c1)C(=O)N([C@@H](C)CO)C[C@H](C)[C@H](CN(C)Cc1ccncc1)OCCCC[C@@H](C)O2	-2.8
15	COc1ccc(NC(=O)N(C)C[C@@H]2OCCCC[C@@H](C)Oc3ccc(NC(=O)Cc4ccccc4)cc3C(=O)N([C@@H](C)CO)C[C@H]2C)cc1	5.6
16	C[C@@H]1CN([C@@H](C)CO)S(=O)(=O)c2ccc(C3=CCCC3)cc2O[C@H]1CN(C)S(C)(=O)=O	2.4
17	C[C@@H]1CN([C@@H](C)CO)C(=O)c2cc(C#CCC3CCCC3)cnc2O[C@H]1CN(C)CC1CCOCC1	-2.8
18	C[C@H]1CN([C@@H](C)CO)C(=O)Cc2cc(NC(=O)C3CCCCC3)ccc2O[C@@H]1CN(C)S(C)(=O)=O	i
19	C[C@@H]1CN([C@@H](C)CO)C(=O)Cc2cc(NC(=O)Cc3ccccc3)ccc2O[C@H]1CN(C)S(=O)(=O)c1cccs1	-7.3
20	COc1ccc(O)c(/C=N/NC(=O)CCCCC(=O)NO)c1	-2.1
21	C[C@H]1CN([C@@H](C)CO)C(=O)Cc2cc(NC(=O)CCN3CCOCC3)ccc2O[C@H]1CN(C)Cc1ccc(C(=O)O)cc1	2.4
22	C[C@@H]1CN([C@H](C)CO)C(=O)c2cc(NC(=O)Nc3cccc4ccccc34)ccc2O[C@@H](C)CCCCO[C@H]1CN(C)S(C)(=O)=O	6.8
23	C[C@@H]1CN([C@@H](C)CO)C(=O)c2cc(NS(=O)(=O)c3ccccc3)ccc2O[C@@H]1CN(C)C(=O)NC1CCCCC1	2.4
24	Cc1noc(C)c1S(=O)(=O)N(C)C[C@@H]1Oc2c(NS(=O)(=O)c3ccccc3)cccc2C(=O)N([C@H](C)CO)C[C@@H]1C	-6.0
25	C[C@@H]1CN([C@H](C)CO)C(=O)Cc2cc(NS(=O)(=O)c3ccccc3)ccc2O[C@@H]1CN(C)S(=O)(=O)c1cccs1	-1.5
26	C[C@@H]1CN([C@H](C)CO)C(=O)c2cc(C#CC3(O)CCCC3)cnc2O[C@H]1CN(C)C(=O)C1CCC1	1.1
27	C=C1C[C@]23C[C@@]1(O)CC[C@H]2[C@@]12C=C[C@H](O)[C@@](C)(C(=O)O1)[C@H]2[C@@H]3C(=O)O	-1.6
28	CCCC#Cc1cnc2c(c1)C(=O)N([C@H](C)CO)C[C@@H](C)[C@@H](CN(C)C(=O)Nc1ccccc1OC)O2	4.9
29	COCC#Cc1cnc2c(c1)C(=O)N([C@H](C)CO)C[C@@H](C)[C@@H](CN(C)C(=O)Nc1cccc(F)c1)O2	-6.3
30	C[C@H](CO)N1C[C@H](C)[C@H](CN(C)S(=O)(=O)c2cn(C)cn2)Oc2c(NC(=O)Nc3ccc(F)cc3)cccc2C1=O	2.1

Reprinted at random: five records from the list.
#	Structure	NSD2 inh
27	C=C1C[C@]23C[C@@]1(O)CC[C@H]2[C@@]12C=C[C@H](O)[C@@](C)(C(=O)O1)[C@H]2[C@@H]3C(=O)O	-1.6
24	Cc1noc(C)c1S(=O)(=O)N(C)C[C@@H]1Oc2c(NS(=O)(=O)c3ccccc3)cccc2C(=O)N([C@H](C)CO)C[C@@H]1C	-6.0
26	C[C@@H]1CN([C@H](C)CO)C(=O)c2cc(C#CC3(O)CCCC3)cnc2O[C@H]1CN(C)C(=O)C1CCC1	1.1
22	C[C@@H]1CN([C@H](C)CO)C(=O)c2cc(NC(=O)Nc3cccc4ccccc34)ccc2O[C@@H](C)CCCCO[C@H]1CN(C)S(C)(=O)=O	6.8
23	C[C@@H]1CN([C@@H](C)CO)C(=O)c2cc(NS(=O)(=O)c3ccccc3)ccc2O[C@@H]1CN(C)C(=O)NC1CCCCC1	2.4

Later entries.
#	Structure	NSD2 inh
31	C[C@@H]1CCCCO[C@@H](CN(C)S(=O)(=O)c2cn(C)cn2)[C@@H](C)CN([C@H](C)CO)C(=O)c2cc(NS(=O)(=O)c3ccccc3)ccc2O1	-4.9
32	COc1ccc(CN(C)C[C@H]2Oc3ccc(NC(=O)Cn4cnnn4)cc3C(=O)N([C@@H](C)CO)C[C@H]2C)cc1	-9.3
33	CC(C)NC(=O)N(C)C[C@@H]1Oc2ncc(C#Cc3ccncc3)cc2C(=O)N([C@@H](C)CO)C[C@@H]1C	4.8
34	C[C@@H]1CN([C@H](C)CO)C(=O)c2cc(NC(=O)Nc3cccc4ccccc34)ccc2O[C@@H]1CN(C)CC1CCCCC1	1.7
35	C[C@@H]1CN([C@@H](C)CO)C(=O)c2cc(C#Cc3ccc(F)cc3)cnc2O[C@H]1CN(C)S(C)(=O)=O	-1.2
36	COCC(=O)N(C)C[C@H]1Oc2cc(C#CCN(C)C)ccc2S(=O)(=O)N([C@@H](C)CO)C[C@H]1C	1.6
37	C=C1C(=O)O[C@@H]2[C@H]3C(CO)=CC(=O)C3=C(C)C[C@H](OC(=O)Cc3ccc(O)cc3)[C@@H]12	7.4
38	Ic1ccc(N2CCN(Cc3c[nH]c4ncccc34)CC2)cc1	0.9
39	C[C@H](CO)N1C[C@H](C)[C@H](CN(C)Cc2ccccc2)Oc2ncc(-c3ccc(F)cc3)cc2C1=O	-4.2
40	COc1cccc(S(=O)(=O)Nc2ccc3c(c2)[C@@H]2C[C@H](CC(=O)N[C@@H](C)c4ccccc4)O[C@@H](CO)[C@@H]2O3)c1	5.9

Values in list order from above:
Compounds 22 to 31 in NSD2 inh: 6.8, 2.4, -6.0, -1.5, 1.1, -1.6, 4.9, -6.3, 2.1, -4.9

(more compounds)
#	Structure	NSD2 inh
41	C[C@H](CO)N1C[C@H](C)[C@H](CN(C)C(=O)Cc2ccncc2)Oc2cc(C3=CCCCC3)ccc2S1(=O)=O	5.5
42	Cn1cnc(S(=O)(=O)N[C@H]2CC[C@H](CC(=O)N3CCN(c4ccccc4)CC3)O[C@@H]2CO)c1	5.9
43	COc1ccc(NCc2ccc(C(=O)Nc3ccccc3N)cc2)cc1OC	-8.9
44	COc1ccccc1CNC(=O)C[C@@H]1C[C@H]2c3cc(NC(=O)c4ccc5c(c4)OCO5)ccc3O[C@H]2[C@H](CO)O1	-7.9
45	C[C@@H]1CCCCO[C@@H](CN(C)Cc2ccc(C(=O)Nc3ccccc3N)cc2)[C@@H](C)CN([C@H](C)CO)C(=O)c2cc(NS(=O)(=O)c3ccc(F)cc3)ccc2O1	1.7
46	C[C@@H]1CCCCO[C@@H](CN(C)C(=O)Nc2ccc(F)cc2)[C@@H](C)CN([C@H](C)CO)C(=O)c2cc(NS(=O)(=O)c3cn(C)cn3)ccc2O1	4.8
47	C[C@@H]1CN([C@@H](C)CO)C(=O)c2cc(NC(=O)Nc3cccc4ccccc34)ccc2O[C@H]1CN(C)C(=O)Nc1ccccc1	-2.4
48	C[C@@H]1CN([C@@H](C)CO)C(=O)CCCn2nncc2CO[C@@H]1CN(C)C(=O)Nc1ccnc(N2CCOCC2)c1	4.0
49	CCCN(C)C[C@H]1Oc2cc(C#Cc3ccc(OC)cc3)ccc2S(=O)(=O)N([C@@H](C)CO)C[C@H]1C	-0.5
50	C[C@H](O)C#Cc1ccc2c(c1)O[C@H](CN(C)C(=O)Cc1ccccn1)[C@@H](C)CN([C@@H](C)CO)S2(=O)=O	-5.1
51	C[C@@H]1CCCCO[C@@H](CN(C)Cc2ccc(C(=O)Nc3ccccc3N)cc2)[C@@H](C)CN([C@H](C)CO)C(=O)c2cc(NC(=O)Nc3ccccc3)ccc2O1	-1.6
52	C[C@@H]1CN([C@@H](C)CO)C(=O)Cc2cc(NC(=O)CCN3CCOCC3)ccc2O[C@H]1CN(C)S(=O)(=O)c1ccccc1	6.8
53	COCC(=O)Nc1ccc2c(c1)[C@@H]1C[C@H](CC(=O)NCc3ccccc3OC)O[C@@H](CO)[C@@H]1O2	5.4
54	C[C@H]1CN([C@@H](C)CO)C(=O)c2cccc(NC(=O)NC3CCCCC3)c2O[C@@H]1CN(C)Cc1ccc(C(=O)O)cc1	21.1
55	C/C=C/c1ccc2c(c1)O[C@H](CN(C)C(C)=O)[C@@H](C)CN([C@H](C)CO)S2(=O)=O	5.0
56	Cc1noc(C)c1NC(=O)Nc1cccc2c1O[C@H](CN(C)C(=O)NC(C)C)[C@H](C)CN([C@@H](C)CO)C2=O	1.3
57	Cc1noc(C)c1NC(=O)Nc1ccc2c(c1)C(=O)N([C@H](C)CO)C[C@H](C)[C@H](CN(C)C(=O)Nc1ccc(F)cc1)O2	10.1
58	COc1ccc(-c2cnc3c(c2)C(=O)N([C@H](C)CO)C[C@@H](C)[C@@H](CN(C)C(=O)NC2CCCC2)O3)cc1	1.0
59	O=C(Cc1ccccc1)N[C@H]1CC[C@@H](CC(=O)N2CCCCC2)O[C@@H]1CO	10.2
60	CCCC#Cc1cnc2c(c1)C(=O)N([C@H](C)CO)C[C@@H](C)[C@H](CN(C)C(=O)Cc1ccncc1)O2	1.4
61	C[C@@H]1CN([C@@H](C)CO)C(=O)c2cc(NC(=O)CCC(F)(F)F)ccc2O[C@@H](C)CCCCO[C@@H]1CN(C)C(=O)Nc1cccc2ccccc12	3.4
62	C[C@@H]1CN([C@@H](C)CO)C(=O)c2cc(C#Cc3ccncc3)cnc2O[C@@H]1CN(C)C(=O)CN(C)C	3.4
63	CCC(=O)N[C@H]1C=C[C@H](CC(=O)NCc2ccccc2OC)O[C@H]1CO	4.9
64	C[C@H](CO)N1C[C@H](C)[C@H](CN(C)C(=O)CN(C)C)Oc2ncc(C#CC(C)(C)O)cc2C1=O	4.5
65	COc1ccc(NC(=O)Nc2ccc3c(c2)CC(=O)N([C@@H](C)CO)C[C@@H](C)[C@@H](CN(C)C)O3)cc1	17.0
66	C[C@@H]1CN([C@@H](C)CO)C(=O)c2cc(NC(=O)Nc3ccccc3)ccc2O[C@@H](C)CCCCO[C@H]1CN(C)C(=O)Nc1ccccc1	-6.5
67	C[C@@H]1CCCCO[C@H](CN(C)Cc2ccc3c(c2)OCO3)[C@@H](C)CN([C@H](C)CO)C(=O)c2cc(N(C)C)ccc2O1	13.6
68	CNC[C@H]1Oc2ccc(NS(=O)(=O)c3ccc(F)cc3)cc2CC(=O)N([C@H](C)CO)C[C@H]1C	6.2
69	C[C@H]1CN([C@@H](C)CO)C(=O)Cc2cc(NS(=O)(=O)c3ccccc3)ccc2O[C@@H]1CN(C)Cc1ccc(C(F)(F)F)cc1	7.6
70	COCC#Cc1cnc2c(c1)C(=O)N([C@H](C)CO)C[C@H](C)[C@H](CN(C)S(=O)(=O)c1ccccc1)O2	-3.0
71	C[C@H]1CN([C@@H](C)CO)C(=O)Cc2cc(NS(=O)(=O)c3ccc(F)cc3)ccc2O[C@H]1CN(C)S(=O)(=O)c1ccccc1	4.3
72	C[C@H](CO)N1C[C@H](C)[C@H](CN(C)S(=O)(=O)c2ccccc2)Oc2c(NS(=O)(=O)c3ccccc3)cccc2C1=O	2.2
73	Nc1ncnc2c1ncn2C1OC(CO)[C@H](O)[C@@H]1S (stereo partly drawn)	4.1
74	C[C@@H]1CN([C@H](C)CO)C(=O)c2cccc(NC(=O)Nc3ccccc3)c2O[C@@H]1CN(C)C(=O)Nc1ccc2c(c1)OCO2	-4.2
75	CC(C)OC(=O)N(C)C[C@@H]1OCc2cn(nn2)CCCC(=O)N([C@H](C)CO)C[C@H]1C	8.4
76	C[C@H](CO)N1C[C@H](C)[C@H](CN(C)CC2CCCCC2)OCCCC[C@H](C)Oc2ccc(NC(=O)CCC(F)(F)F)cc2C1=O	-1.1
77	Cc1noc(C)c1NC(=O)Nc1ccc2c(c1)C(=O)N([C@H](C)CO)C[C@H](C)[C@H](CN(C)S(=O)(=O)c1cn(C)cn1)OCCCC[C@H](C)O2	0.8
78	C[C@H](CO)N1C[C@H](C)[C@H](CN(C)C(=O)Nc2ccccc2)Oc2cc(C#Cc3ccccc3)ccc2S1(=O)=O	-5.1
79	C[C@H]1CN([C@@H](C)CO)C(=O)c2cc(NC(=O)CCC(F)(F)F)ccc2O[C@H]1CN(C)CC1CC1	-1.1
